M5 ag: CHRM5 agonism in calcium assay; P08912; CHO-K1 hM5 cells, Fluo-8 calcium fluorescence; 0% DMSO wells, 100% maximal acetylcholine response; activation, % at 3 µM; 360,000 compounds, 0.19% hits; AID 624037;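 active means activation above the run's mean over test compounds plus 3 SD, cut at about 23% in these data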;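 further: signal is peak over basal fluorescence ratio across the kinetic read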
M4 antag: blocks acetylcholine activation of human M4 receptor | CHO-hM4 cells, ACh EC80, Fluo-8 calcium fluorescence | inhibition, % at 3 µM | 360,000 compounds, 0.73% hits | AID 624125;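 active means inhibition above its plate's cutoff, the mean inhibition of sample wells plus 3 SD, cut at about 27% in these data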;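 further: 0% = acetylcholine EC80 with DMSO and 100% = DMSO without agonist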
CHRM4 agonist: CHRM4 agonism in calcium assay. CHO-K1 hM4/Gqi5, Fluo-8 calcium fluorescence; vehicle 0%, full acetylcholine response 100%. activation, % at 3 µM. P08173. 360,000 compounds, 0.14% hits;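 active means activation above the run mean over all test wells plus 3 SD, cut at about 32% in these data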;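 further: peak over basal fluorescence ratio per well then scaled between controls; 0% = DMSO wells and 100% = acetylcholine at EC100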
M4 PAM: positive allosteric modulators of human muscarinic M4 receptor; CHO-K1 hM4/Gqi5, Fluo-8 calcium fluorescence, ACh EC20; 0% = ACh EC20, 100% = maximal ACh; activation, % at 3 µM; 360,000 compounds, 0.4% hits; AID 624126;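 active means activation above its plate's cutoff, the mean activation of sample wells plus 3 SD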; further: some results filed as inactive read as strong as hits
M5 antag: antagonists of human muscarinic M5 receptor (CHRM5) | 360,000 compounds, 0.59% hits | CHO-hM5 cells, Fluo-8 calcium fluorescence, ACh EC80 | AID 624040 | inhibition, % at 3 µM | P08912;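 active means inhibition above a per-plate cutoff, the mean of that plate's test compounds plus 3 SD, cut at about 27% in these data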;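 further: 0% = acetylcholine EC80 with DMSO and 100% = DMSO without agonist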
CRFBP-R2 block: CRF-BP/CRF-R2 complex antagonism; HEK293 CRF-R2/CRF-BP, CRF-induced calcium fluorescence; inhibition, % at 11.8 µM; 350,000 compounds, 0.59% hits; AID 588475;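 active means inhibition of the ligand-induced calcium signal above about 50% at the single tested concentration, limit read from the data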
CRFR2-BP ag: CRF-BP/CRF-R2 complex agonism; HEK293 CRF-R2/CRF-BP, calcium dye fluorescence (FLIPR); percent of saturating CRF peptide response; activation, % at 13.2 µM; 350,000 compounds, 0.46% hits; AID 588473;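 active means activation of at least 50%, plus an integration ratio under a set limit after plate pattern correction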;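 further: plate controls were neutral control wells without compound for no effect and CRF at EC100 for full effect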
M5 PAM: positive allosteric modulators of human muscarinic M5 receptor. CHO-K1 hM5, Fluo-8 calcium, ACh EC20 PAM; 0% = ACh EC20, 100% = ACh EC100. activation, % at 3 µM. 360,000 compounds, 0.3% hits. AID 624038;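 active means activation above the run cutoff, the mean activation of all test compounds plus 3 SD, cut at about 18% in these data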
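Assay system: CHO-K1 hM5 cells / Incubation: Fluo-8 loading 80 min at 37 °C plus 30 min room temperature / Technique: Fluo-8 calcium dye fluorescence, kinetic read / Repeats: single replicate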
IDE inh: inhibitors of human insulin-degrading enzyme in cells | 320,000 compounds, 0.41% hits | AID 434962 | HEK cells, FAbetaB cleavage, fluorescence polarization | inhibition, % at 5.59 µM;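 active means percent inhibition above the average of all tested compounds plus 3 SD, set per screening campaign, cut at about 16% in these data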;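 further: IDE supplied by intact live HEK cells; FP after avidin binding of uncleaved biotin substrate so inhibition keeps polarization high; 0% = DMSO wells and 100% = 60 µM reference IDE inhibitor Ii1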
Target sequence (P14735 whole entry, looked up): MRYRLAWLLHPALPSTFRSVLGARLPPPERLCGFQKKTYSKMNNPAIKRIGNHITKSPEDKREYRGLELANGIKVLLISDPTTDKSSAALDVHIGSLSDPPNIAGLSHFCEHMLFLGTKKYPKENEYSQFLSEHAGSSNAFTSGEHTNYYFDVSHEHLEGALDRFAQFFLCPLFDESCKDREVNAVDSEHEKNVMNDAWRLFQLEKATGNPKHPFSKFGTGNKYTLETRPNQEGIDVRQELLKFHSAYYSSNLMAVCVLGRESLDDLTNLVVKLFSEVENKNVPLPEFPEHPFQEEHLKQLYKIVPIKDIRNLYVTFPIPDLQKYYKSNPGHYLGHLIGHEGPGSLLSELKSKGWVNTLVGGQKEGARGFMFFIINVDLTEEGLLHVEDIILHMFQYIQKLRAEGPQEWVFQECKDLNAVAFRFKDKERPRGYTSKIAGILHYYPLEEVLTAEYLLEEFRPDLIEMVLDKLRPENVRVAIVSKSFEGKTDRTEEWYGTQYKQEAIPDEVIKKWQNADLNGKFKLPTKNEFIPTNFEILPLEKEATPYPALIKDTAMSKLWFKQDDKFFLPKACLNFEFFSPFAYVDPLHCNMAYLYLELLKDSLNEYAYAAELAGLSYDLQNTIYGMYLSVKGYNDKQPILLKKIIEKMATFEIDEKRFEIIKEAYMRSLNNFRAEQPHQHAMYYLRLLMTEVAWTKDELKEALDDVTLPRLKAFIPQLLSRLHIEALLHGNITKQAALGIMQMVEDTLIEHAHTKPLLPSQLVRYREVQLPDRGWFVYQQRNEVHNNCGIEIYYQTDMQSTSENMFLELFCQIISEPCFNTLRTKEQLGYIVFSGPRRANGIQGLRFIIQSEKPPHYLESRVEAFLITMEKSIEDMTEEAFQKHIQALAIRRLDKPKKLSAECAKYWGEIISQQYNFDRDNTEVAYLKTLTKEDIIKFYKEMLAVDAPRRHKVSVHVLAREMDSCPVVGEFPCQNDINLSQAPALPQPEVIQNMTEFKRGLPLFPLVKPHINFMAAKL
An asterisk follows results filed as active; nt = no result given.

SMILES	M5 ag	M4 antag	CHRM4 agonist	M4 PAM	M5 antag	CRFBP-R2 block	CRFR2-BP ag	M5 PAM	IDE inh
COC(=O)[C@]1(C)CCC[C@@]2(C)C3CC[C@@]4(C)C[C@]3(CC[C@H]12)C[C@H]4O (stereo partly specified)	-1	-4	1	-10	13	-35	4.1	-4	3
CCn1cc(C(=O)O)c(=O)c2cc(F)c(N3CCN(C(=S)NC(=O)c4ccccc4Br)CC3)cc21	-2	-2	0	2	2	-10	0.7	-8	-10
Cc1cs/c(=N\N=C\c2ccccc2)n1Cc1ccco1	-6	8	0	1	1	8	-1.6	0	1
C[C@H]1C(=O)N(C)CCN1C(=O)c1cccc(OC2CCN(CC(C)(C)C)CC2)c1	-10	9	1	-9	24	4	8.5	-5	-3
COc1cc(SC)ccc1C(=O)Nc1ncc(Cl)cc1Cl	-4	6	0	-2	9	11	-1.0	0	-6
CC(Oc1ccc(Cl)cc1)c1ccnc(N)n1 (stereo unspecified)	-4	2	0	8	-3	10	-1.0	3	-4
Cc1ccc(CC2CC(=O)N(C(Cc3ccccc3)C(=O)O)C2=O)cc1 (stereo unspecified)	-1	-3	1	8	-3	5	-0.2	7	0
COc1cc(OC)cc(C(=O)NC(=S)Nc2ccc3oc(=O)ccc3c2)c1	-4	-2	0	-8	16	2	0.0	-6	-2
O=C(O)CCn1c(=O)[nH]c(=O)n(CCC(=O)O)c1=O	-4	4	0	-8	4	2	1.2	-7	3
COc1cc(/C=N\NC(=O)OC(C)(C)C)ccc1OC(=O)c1ccco1	-9	2	3	-1	13	1	0.4	-1	3
COc1ccc(CN(C)C(=O)CNC(=O)c2cccs2)c(OC)c1	1	8	1	1	0	5	0.1	-8	3
CC1CCc2c(sc3nc(CSc4ncn[nH]4)[nH]c(=O)c23)C1 (stereo unspecified)	5	-8	2	9	3	8	-1.6	-1	8
CCN(CC)S(=O)(=O)c1ccc(S(=O)(=O)N(CC(=O)Nc2ccccc2)CC2CCCO2)cc1 (stereo unspecified)	-1	5	11	-13	8	-11	14	-7	-2
COc1cccc2c3c(c(=O)[nH]c12)CCC(C)(C)O3	0	9	-1	12	0	-39	-1.1	2	2
CC(=O)N(c1ccccc1)c1ccc([N+](=O)[O-])cc1[N+](=O)[O-]	-6	12	0	0	-3	-4	-2.1	0	1
Nc1nc(SCC(=O)Nc2c(Br)cc([N+](=O)[O-])cc2Br)n[nH]1	0	4	0	-5	11	8	0.6	-3	-4
CC(=O)c1cc2c(cc1N(C(=O)Cn1nnc3ccccc31)C(C(=O)NCCC(C)C)c1cccnc1)OCO2 (stereo unspecified)	-3	-6	1	3	14	9	-0.4	-1	3
CCNC(=S)N(CCc1c(C)[nH]c2ccc(OC)cc12)Cc1cccnc1	-5	9	2	0	10	-6	-0.4	-7	-1
O=C(O)c1c2c(nc3ccccc13)-c1ccccc1CC2	2	-12	1	6	-6	23	-1.3	-6	5
CCCC(=O)OCC(=O)NCc1ccc(Cl)cc1	-2	-11	0	5	8	-1	-0.4	4	-1
COc1ccc(/C=C/c2ccncc2)cc1OC	-2	12	0	10	-1	-3	-0.3	5	8
Clc1cccc(C2Nc3cccc4cccc(c34)N2)c1	2	-5	1	5	8	5	1.0	1	0
Cc1[nH]c2ccccc2c1C(=O)COc1ccccc1F	-3	-8	5	-4	2	-1	-1.7	-8	2
CC(NC(=O)COc1ccc(-c2nnco2)cc1)c1ccc(Cl)cc1Cl (stereo unspecified)	-6	3	6	-7	8	-4	0.7	-10	3
COc1ccc(CC(C)NS(=O)(=O)c2ccc3c(c2)CCN3S(C)(=O)=O)cc1OC (stereo unspecified)	0	-6	3	-4	0	-5	0.0	2	1
Cc1cccc(N(CC(=O)NCc2ccco2)C(=O)CCC(=O)Nc2ccccn2)c1	-1	-8	2	0	17	5	1.9	-5	nt
O=C(NC1CCC(=O)N(CCOc2ccccc2)CC1)OCc1ccccc1 (stereo unspecified)	2	1	4	-1	14	2	-2.9	5	-4
Cc1cccc(CNCc2ccccc2)c1	-2	3	1	1	8	20	-1.4	-3	0
CC(=O)N(C)c1ccc(OCC(O)CN(Cc2ccco2)S(=O)(=O)c2ccc(C)cc2)cc1 (stereo unspecified)	2	-7	10	-4	10	8	0.6	-14	6
C[C@H](NC(=O)c1nc[nH]c1C(=O)NCCCCCNC(=O)OC(C)(C)C)C(=O)OC(C)(C)C	3	3	16	-6	18	-6	0.5	-17	-4
COc1ccc(-c2cc(C(=O)NC(C)c3ccccn3)c3ccccc3n2)cc1OC (stereo unspecified)	3	1	14	-11	8	1	0.3	-12	0
CC(Cc1n[nH]c(=S)o1)c1ccccc1 (stereo unspecified)	-2	-3	0	2	4	12	-1.3	-3	0
Cc1ccc(S(=O)(=O)N2CCc3cc4c(cc3C2C)OCCCO4)cc1 (stereo unspecified)	-1	-1	5	-12	12	16	0.8	-8	-8
Cc1ccc(COCC(CC(C)C)N2CCN(C(=O)c3cccc(C(F)(F)F)c3)CCC2=O)cc1 (stereo unspecified)	-4	3	5	-2	19	3	1.3	-2	0
O=C(COc1ccc(F)cc1Cl)Nc1ccc(N2CCOCC2)cc1N1CCOCC1	-3	3	1	12	4	-13	1.3	5	-3
COc1ccc(-n2nnnc2SCC(=O)Nc2ccccc2N2CCOCC2)cc1OC	1	1	1	14	-4	12	-1.1	7	2
O=C(CC(O)CCc1ccccc1)c1ccc(O)cc1 (stereo unspecified)	3	-2	2	5	4	-1	-0.7	-2	4
Cc1ccc(N2CC(C(=O)Nc3nnc(SCC(=O)NCC4CCCO4)s3)CC2=O)cc1C (stereo unspecified)	-4	3	0	6	13	11	1.5	4	-1
O=C(NCCO)c1cc2c([nH]c3ccccc32)c(-c2ccc(F)cc2)n1	-4	10	4	-2	6	-6	0.6	-5	nt
Cc1ccc(S(=O)(=O)Nc2cccc(/C=C/C(=O)O)c2)cc1	-3	0	1	8	-1	-11	1.7	46*	2
O=C(NCc1ccc2c(c1)OCO2)c1ccc(Cl)c(S(=O)(=O)NCc2ccccc2)c1	-3	-8	5	16	-6	26	-1.4	-7	4
CCC/C(=C1/c2ccccc2C(=O)N1c1ccccc1)c1ccc2c(c1)OCO2	-10	4	-1	-7	9	6	1.0	-7	2
Cc1cc(C)nc(SCc2nnc(SCC(=O)Nc3ccc(C)c(C)c3)o2)n1	0	9	2	-4	2	1	1.9	-5	1
COc1cc(OC)c2c(-c3cccc(-c4ccc(OC(F)(F)F)cc4)c3)cc(=O)oc2c1	2	-7	0	4	2	-12	0.8	-4	nt
CC1CCCN(Cc2c(O)ccc3c(=O)c(-c4ccc(Cl)cc4)coc23)C1 (stereo unspecified)	-1	-4	11	-7	7	-10	1.4	-7	nt
C(=N\Nc1nc2ccccc2[nH]1)/c1c[nH]c2ccccc12	-7	-8	7	7	5	33	-3.0	-2	2
O=C(Nc1ccc(Cl)cc1C(=O)N1CCOCC1)c1ccco1	4	0	0	2	-6	9	-1.2	9	-5
CNc1ccccc1C(=O)OCC(=O)N1CCN(c2ccc(OC)cc2)CC1	-3	5	6	4	2	9	-4.7	1	7
CCCCN(C(=S)Nc1ccccc1)C1CCS(=O)(=O)C1 (stereo unspecified)	1	11	12	-4	15	-3	1.7	-16	3
COc1ccccc1CNC(=O)Nc1nc(C(N)C(C)C)cs1 (stereo unspecified)	1	3	1	2	0	nt	nt	-2	nt
CCC(C)(C(=O)NC1CCCCC1)N(C(=O)CNC(C)=O)c1c(C)n(C)n(-c2ccccc2)c1=O (stereo unspecified)	1	6	0	-7	1	7	0.2	-4	3
CC(=O)c1cn(CC(=O)Nc2ccc(C)c(C)c2)c2ccccc12	2	2	4	-1	5	7	-0.3	-5	-1
CC(C)CCNC(=O)CN(C(=O)CCC(=O)Nc1nccs1)C1CCCCC1	-2	-11	2	4	11	11	-0.3	-4	1
O=C(CSc1nc2ccccc2c(=O)n1-c1ccc(Cl)cc1)N/N=C/C=C/c1ccccc1[N+](=O)[O-]	0	-8	1	5	17	17	-0.2	-11	7
CCOc1ccc(CN2C(=O)CCC2(C)C(=O)NCc2cccnc2)cc1 (stereo unspecified)	3	-6	12	-3	2	11	2.5	-3	0

Bioassay records deposited in PubChem BioAssay by several laboratories.
